Compound activity from PubChem BioAssay.
GDH-TPI inh: inhibits GDH-TPI coupling enzymes, artifact for Mtb FBA screen. GDH-TPI coupled enzyme counterscreen, NADH absorbance. actives 1.2% (n = 360,000). AID 588335. inhibition, % at 4.8 µM; in the data active = inhibition above about 30%;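 also: 0% = DMSO wells and 100% = wells lacking the enzyme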
Y pestis TopoI: blocks Yersinia pestis topoisomerase I activity; Y. pestis Topo-I cleavage product accumulation, plate reader; activity, % at 10 µM; actives 0.064% (n = 360,000); AID 504884; in the data active = activity above about 50%, passing the limit was not always enough; also: inactives centre near 2
TcdB GH inh: blocks C. difficile toxin B glycohydrolase activity. P18177. TcdB glycohydrolase enzymatic assay, plate reader. inhibition, % at 9.99 µM. actives 0.24% (n = 350,000). AID 652162; in the data active = inhibition above about 10%
Target sequence (P18177 whole entry, looked up): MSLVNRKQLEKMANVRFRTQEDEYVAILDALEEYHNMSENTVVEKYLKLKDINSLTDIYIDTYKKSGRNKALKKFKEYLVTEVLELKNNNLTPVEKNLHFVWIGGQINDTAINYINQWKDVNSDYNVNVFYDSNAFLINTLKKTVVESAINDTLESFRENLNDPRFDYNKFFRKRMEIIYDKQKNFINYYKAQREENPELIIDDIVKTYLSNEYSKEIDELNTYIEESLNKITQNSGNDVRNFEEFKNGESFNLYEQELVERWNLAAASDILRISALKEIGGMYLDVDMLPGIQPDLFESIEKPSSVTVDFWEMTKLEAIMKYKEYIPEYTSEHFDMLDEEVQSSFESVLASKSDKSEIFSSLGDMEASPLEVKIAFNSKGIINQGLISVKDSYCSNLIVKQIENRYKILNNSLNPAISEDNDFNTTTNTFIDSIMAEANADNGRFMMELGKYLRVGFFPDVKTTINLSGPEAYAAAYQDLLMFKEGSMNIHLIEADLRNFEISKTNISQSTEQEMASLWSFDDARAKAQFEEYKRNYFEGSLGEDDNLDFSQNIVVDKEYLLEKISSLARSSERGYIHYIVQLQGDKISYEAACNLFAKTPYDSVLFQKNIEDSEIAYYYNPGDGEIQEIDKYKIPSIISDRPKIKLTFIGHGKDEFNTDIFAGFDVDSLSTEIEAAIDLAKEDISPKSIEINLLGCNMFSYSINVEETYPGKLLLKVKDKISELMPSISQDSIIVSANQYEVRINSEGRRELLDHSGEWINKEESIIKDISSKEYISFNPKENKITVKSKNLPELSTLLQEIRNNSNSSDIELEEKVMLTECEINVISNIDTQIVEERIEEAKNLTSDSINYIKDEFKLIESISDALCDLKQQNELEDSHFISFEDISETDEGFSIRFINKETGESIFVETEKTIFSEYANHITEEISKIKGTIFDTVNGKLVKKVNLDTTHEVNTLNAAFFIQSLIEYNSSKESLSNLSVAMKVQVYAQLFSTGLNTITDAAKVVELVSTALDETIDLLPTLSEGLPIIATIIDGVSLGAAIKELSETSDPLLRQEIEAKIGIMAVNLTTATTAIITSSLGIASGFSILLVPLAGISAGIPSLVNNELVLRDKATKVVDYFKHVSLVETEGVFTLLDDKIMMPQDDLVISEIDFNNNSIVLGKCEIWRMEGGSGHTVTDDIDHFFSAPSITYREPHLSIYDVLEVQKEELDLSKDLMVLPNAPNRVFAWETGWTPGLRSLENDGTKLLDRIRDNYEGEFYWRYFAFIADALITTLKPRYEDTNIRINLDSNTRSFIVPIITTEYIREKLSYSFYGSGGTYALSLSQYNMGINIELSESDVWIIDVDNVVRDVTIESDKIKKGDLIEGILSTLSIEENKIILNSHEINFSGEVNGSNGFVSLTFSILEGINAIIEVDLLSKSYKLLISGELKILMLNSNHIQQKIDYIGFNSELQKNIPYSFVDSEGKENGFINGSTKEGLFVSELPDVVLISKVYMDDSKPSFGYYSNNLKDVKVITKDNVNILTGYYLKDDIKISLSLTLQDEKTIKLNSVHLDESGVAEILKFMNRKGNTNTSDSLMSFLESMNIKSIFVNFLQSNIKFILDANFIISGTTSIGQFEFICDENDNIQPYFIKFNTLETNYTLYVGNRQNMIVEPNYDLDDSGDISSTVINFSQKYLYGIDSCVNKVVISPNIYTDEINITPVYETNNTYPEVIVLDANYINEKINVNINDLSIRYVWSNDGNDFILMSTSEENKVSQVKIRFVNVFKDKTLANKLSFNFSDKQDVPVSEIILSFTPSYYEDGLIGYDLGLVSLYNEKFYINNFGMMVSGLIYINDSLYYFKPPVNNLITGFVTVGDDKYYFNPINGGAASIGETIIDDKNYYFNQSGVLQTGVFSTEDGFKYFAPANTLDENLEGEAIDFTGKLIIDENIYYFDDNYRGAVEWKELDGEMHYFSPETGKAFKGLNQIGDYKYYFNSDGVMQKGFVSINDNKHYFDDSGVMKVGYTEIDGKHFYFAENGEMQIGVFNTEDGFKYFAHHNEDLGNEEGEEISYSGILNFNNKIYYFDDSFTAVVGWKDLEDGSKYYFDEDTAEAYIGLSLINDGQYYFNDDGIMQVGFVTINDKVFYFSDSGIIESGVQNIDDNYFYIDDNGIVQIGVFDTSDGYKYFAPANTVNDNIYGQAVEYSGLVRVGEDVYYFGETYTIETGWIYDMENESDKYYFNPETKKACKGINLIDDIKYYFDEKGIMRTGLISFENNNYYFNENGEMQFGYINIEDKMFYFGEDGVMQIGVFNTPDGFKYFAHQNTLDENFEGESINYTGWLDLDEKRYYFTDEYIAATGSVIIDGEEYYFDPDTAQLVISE
FBA Mtb inh: inhibitors of M. tuberculosis fructose-bisphosphate aldolase | actives 2.3% (n = 360,000) | AID 588726 | purified M. tuberculosis FBA, fluorescence read-out | inhibition, % at 1 µM | P9WQA3; in the data active = inhibition above about 27%;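 also: 0% = vehicle and 100% = reference inhibitor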
UGM FP inh: Mtb UDP-galactopyranose mutase inhibition | purified UGM, fluorescence polarization probe displacement | inhibition, % at 10 µM | actives 0.06% (n = 320,000) | AID 504406; in the data active = inhibition above about 10%, passing the limit was not always enough
PfHsp40 rescue: compounds rescuing yeast from Plasmodium falciparum HSP40 toxicity; actives 0.68% (n = 340,000); S. cerevisiae expressing PfHsp40, growth rescue, ATP luminescence; growth rescue, % at 12.5 µM; in the data active = growth rescue above about 28%, passing the limit was not always enough;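 also: yeast W303a lacking pdr1 and pdr3 grown in galactose medium; growth measured after three days at 30 °C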
FadD28 FP inh: blocks FadD28 binding to the bisubstrate probe | fluorescence polarization | actives 0.22% (n = 360,000) | inhibition, % at 12.5 µM | AID 588549; in the data active = inhibition above about 8.5%, passing the limit was not always enough
BioA inh: blocks M. tuberculosis BioA enzyme activity; purified M. tuberculosis BioA enzyme, plate reader; inhibition, % at 9.99 µM; actives 0.096% (n = 360,000); in the data active = inhibition above about 40%
BH1578 lux ind: inducers of Vibrio cholerae quorum light production without autoinducers. V. cholerae BH1578 lux reporter, luminescence, 6 h. activation, % at 18.7 µM. actives 0.16% (n = 350,000); in the data active = activation mostly above about 9.7%, no sharp cut-off; also: not every result past the cut was called active; inactives centre near 0; reference of the scale not given here
The depositor's hits bear a star; i = inactive; x = no result given; & = joins results of further samples.

Values run as follows: GDH-TPI inh, Y pestis TopoI, TcdB GH inh, FBA Mtb inh, UGM FP inh, PfHsp40 rescue, FadD28 FP inh, BioA inh, BH1578 lux ind
COc1ccc(NC(=O)N(C)C[C@H]2Oc3c(NS(=O)(=O)c4cccs4)cccc3C(=O)N([C@@H](C)CO)C[C@@H]2C)cc1
  11, -4, 1.8&1.6, 4, -3.3, -1.1, -1.0, -1.6&-2.3, i
Nn1cnnc1N/N=C/c1ccc(Cl)c([N+](=O)[O-])c1
  -3, 1, 0.5, -12, 2.2, 0.4, -1.5, x, -0.5
O=C(Cc1ccccc1)NC(Oc1ccccc1Cl)C(Cl)(Cl)Cl (configuration not stated)
  -1, -5, x, 1, -1.1, 4.7, -4.0, -0.3, -0.3
COc1ccc(OC)c(C2(O)CSC(=Nc3cccnc3)N2Cc2ccco2)c1 (configuration not stated)
  -7, 7, 0.9, -5, -1.6, 0.5, -4.2, 3.7, -0.9
COc1ccc(N(CC(=O)NCCSC2CCCCC2)S(=O)(=O)c2ccc(C)cc2)cc1
  6, 5, 1.0, 1, -0.2, -0.1, -1.2, -1.0, i
Cc1ccc(S(=O)(=O)/N=C2\C=C(NS(=O)(=O)c3ccc(C)cc3)C(=O)c3ccccc32)cc1
  15, 18, 0.7, -11, x, x, -2.1, 4.0, -1.6
NC(=S)Cc1nc(-c2ccccc2)cs1
  2, 4, 0.6, -3, 3.0, -1.6, -1.7, x, -0.4
COc1cc(C(=O)N2CCN(S(=O)(=O)c3ccc(C)cc3)CC2)ccc1OCc1c(C)noc1C
  3, 2, x, -2, 0.4, -1.2, -2.0, 0.2, 5.6
CCN(CCCNC(=O)Cn1ncc2c(=O)oc3ccccc3c21)c1cccc(C)c1
  2, 24, 2.1, -1, -1.2, 0.0, -4.2, -0.2, -0.2
CN(Cc1ccon1)C(=O)CC1C(=O)NCCN1Cc1ccc(F)c(F)c1 (configuration not stated)
  2, 7, x, 5, -1.1, -1.1, -0.6, -0.4, i
Cc1nc(Cl)sc1C(=O)Nc1cccc(Cl)c1
  -3, 4, 1.3, -1, 3.7, 0.6, -3.1, 8.2, -0.2
FC(F)(F)Oc1ccccc1C(c1nnnn1C1CCCCC1)N1CCN(C/C=C/c2ccccc2)CC1 (configuration not stated)
  x, x, 0.6, -1, x, x, -1.8, -3.4, x
CN(C)c1cc[nH]c(=O)c1C#N
  7, 3, x, 2, -0.9, -0.8, 0.8, -0.3, -9.8
CCC(C)c1ccccc1N1CC(C(=O)Nc2cccc(S(=O)(=O)N3CCOCC3)c2)CC1=O (configuration not stated)
  5, 20, 0.6, 1, 1.2, 0.1, -3.2, -0.7, -1.7
Cc1ccc(SCC(=O)Nc2cc(C)on2)cc1
  -4, -6, x, 2, -0.4, 2.9, -2.6, -0.4, -0.7

Structures listed so far that contain a Cl atom, in the order listed:
Values run as follows: GDH-TPI inh, Y pestis TopoI, TcdB GH inh, FBA Mtb inh, UGM FP inh, PfHsp40 rescue, FadD28 FP inh, BioA inh, BH1578 lux ind
Nn1cnnc1N/N=C/c1ccc(Cl)c([N+](=O)[O-])c1
  -3, 1, 0.5, -12, 2.2, 0.4, -1.5, x, -0.5
O=C(Cc1ccccc1)NC(Oc1ccccc1Cl)C(Cl)(Cl)Cl (configuration not stated)
  -1, -5, x, 1, -1.1, 4.7, -4.0, -0.3, -0.3
Cc1nc(Cl)sc1C(=O)Nc1cccc(Cl)c1
  -3, 4, 1.3, -1, 3.7, 0.6, -3.1, 8.2, -0.2

Later entries.
Values run as follows: GDH-TPI inh, Y pestis TopoI, TcdB GH inh, FBA Mtb inh, UGM FP inh, PfHsp40 rescue, FadD28 FP inh, BioA inh, BH1578 lux ind
O=C(N/C(=C\c1ccccc1Cl)C(=O)N1CCOCC1)c1ccc([N+](=O)[O-])cc1
  7, 0, 1.4, 5, -0.3, -0.1, -1.3, x, -0.4
Cc1cccc(C)c1NC(=O)CS(=O)CC(=O)Nc1ccc(F)cc1F (configuration not stated)
  9, 1, x, 0, -0.9, -0.6, 0.1, -1.2, i
COc1ccc(O)c(-c2c(-c3ccc(Cl)cc3)n[nH]c2C)c1
  1, 3, x, 1, 3.4, 1.2, -1.3, 1.7, -0.3
CCn1c(CSc2ncccn2)nnc1SCC(=O)N1CCc2ccccc21
  6, 27, x, 1, -3.5, -0.1, -1.5, x, -0.5
CCC1(C(=O)c2ccc(Cl)cc2)C2c3ccccc3OC(=O)C21C(=O)Nc1ccccc1 (configuration not stated)
  -3, 15, x, 1, 4.3, 12, -5.9, x, -0.3
O=C(Nc1ccc(N2CCOCC2)cc1)C1CCN(S(=O)(=O)Cc2ccccc2)CC1
  3, -1, x, 0, 0.6, -0.8, -0.8, 0.1, i
CC1(C)CC(=O)c2c(O)cc(OCC(=O)Nc3ccc(CCO)cc3)cc2O1
  9, 2, 0.8, 7, -0.1, -0.4, -1.5, -0.1, -0.8
Cc1coc2c(C)c3oc(=O)c(CCC(=O)N[C@H](C(=O)O)C(C)C)c(C)c3cc12
  20, -2, 0.8, 22, x, x, -2.8, -0.2, i
O=C1N(Nc2ccccc2)C(c2ccc(Br)cc2)C12CCCCC2 (configuration not stated)
  5, -5, x, 1, 2.2, 0.0, -2.6, 0.4, x
O=C(Nc1ccc(-c2cscn2)cc1)C1CCCN(Cc2ccc(CO)o2)C1 (configuration not stated)
  8, 3, 0.7, 1, 2.9, -0.5, -0.8, 0.8, -0.2
COc1cc(Cl)ccc1OCc1cc(C(=O)N2CCN(C)C(=O)[C@@H]2C)no1
  -3, 2, 1.4, -2, x, x, -1.9, 1.1, -0.3
Cc1ccc(S(=O)(=O)c2nc(C)c3c(n2)CCC3)cc1
  0, 5, x, 2, 0.8, -1.1, -0.5, 0.1, -1.4
Cc1ccc(NC(=O)CSc2ccc(-c3ccccn3)nn2)cc1
  -5, -8, 0.5, 6, -3.8, 103*, -2.4, x, i
CCCNC(=O)CN(C)CC(=O)Nc1ccccc1C#N
  -2, -2, 2.0, 0, -6.0, -0.3, -1.2, x, -1.4
O=c1oc(-c2ccc([N+](=O)[O-])cc2)nc2ccc(O)cc12
  4, -31, 3.8, -9, 1.7, 1.7, -3.7, -2.0, -0.3

As a working copy, two of the compounds above.
Values run as follows: GDH-TPI inh, Y pestis TopoI, TcdB GH inh, FBA Mtb inh, UGM FP inh, PfHsp40 rescue, FadD28 FP inh, BioA inh, BH1578 lux ind
COc1cc(Cl)ccc1OCc1cc(C(=O)N2CCN(C)C(=O)[C@@H]2C)no1
  -3, 2, 1.4, -2, x, x, -1.9, 1.1, -0.3
Cc1ccc(S(=O)(=O)c2nc(C)c3c(n2)CCC3)cc1
  0, 5, x, 2, 0.8, -1.1, -0.5, 0.1, -1.4

(cont.)
Values run as follows: GDH-TPI inh, Y pestis TopoI, TcdB GH inh, FBA Mtb inh, UGM FP inh, PfHsp40 rescue, FadD28 FP inh, BioA inh, BH1578 lux ind
N#CCSc1nnc(-c2ccc3c(c2)OCO3)o1
  -4, 4, -2.7, 0, 3.4, 0.3, -2.1, x, -0.1
O=C(NC(=S)N1CCOCC1)c1ccc([N+](=O)[O-])cc1
  11, -1, x, 2, 3.7, -1.2, -1.9, x, -0.7
Cc1ccc(-c2cc[n+](Cc3ccccc3)cc2)cc1
  10, 8, -7.7, 67*, 0.3, 1.1, -2.4, x, -0.3
CCC1CCC/C1=N\NC(=O)c1ccccc1C (configuration not stated)
  2, 0, -0.1, 1, 0.8, -1.5, -2.6, 1.8, -0.4
O=C(NC1CCN(S(=O)(=O)c2ccccc2)CC1)c1cccc(F)c1
  2, 6, 0.6, 0, 0.6, -1.1, -2.4, -1.3, 1.6
Cc1ccc2c(c1)nnn2C1CCN(CC(=O)Nc2ccc(F)cc2)CC1
  -1, 0, 0.9, -5, 1.9, 1.4, -4.5, -2.1, -0.2
Cn1c(=O)c2c(nc(SCC(=O)O)n2Cc2cc3c(cc2Cl)OCO3)n(C)c1=O
  1, 3, x, -1, 2.4, 0.2, -3.6, 0.0, i
CCOC(=O)CN(C(=O)CSc1nnc(-c2ccc(OC)c(OC)c2)o1)c1ccccc1
  -4, 12, -3.3, -1, 1.5, 0.0, -3.1, 0.0, i
CC1CN(C(=S)Nc2ccc(S(N)(=O)=O)cc2)CC(C)O1 (configuration not stated)
  2, 4, -2.5, 7, 3.0, -0.4, 0.5, 0.6, i
COc1ccc(C2COc3cc(O)ccc3C2)c(OC)c1O (configuration not stated)
  7, 7, 5.0, 3, 3.2, 0.0, -1.5, -0.6, -0.7
COc1ccc(NC(=O)CSc2nnc(-c3ccco3)n2C)cc1
  4, -2, x, 4, -0.6, -0.4, -0.2, 1.0, i
Cc1[nH]nc(SCC(=O)N2CCCCCC2)c1[N+](=O)[O-]
  11, 4, 0.0, -1, -0.6, 49*, 3.7, 1.6, -0.6
COc1ccc(NC(=O)c2cncn2-c2ccccc2)cc1
  6, -7, 2.2, 4, -1.5, 0.0, x, x, -0.3
CCOC(=O)C1CN(S(=O)(=O)c2ccc(F)cc2)C1
  -1, 1, x, 2, -0.8, -0.4, -1.1, 0.3, i
Cc1noc(N)c1C1(O)C(=O)Nc2c(Cl)cc(Cl)cc21 (configuration not stated)
  -4, 5, 0.6, 0, 2.4, 0.2, 1.1, x, -0.1
CC(=O)OC(C(=O)NCS(=O)(=O)c1ccc(C)cc1)c1cccnc1 (configuration not stated)
  8, 3, x, 1, -3.0, -0.6, -2.3, -0.1, 0.5
COc1ccccc1CNc1nc(-c2ccccc2CO)c2sccc2n1
  6, 15, 0.9, 51*, x, x, -3.8, 0.6, -0.4
CCOC(=O)C1=C(c2ccccc2)Nc2ncnn2C1c1ccc(OC)c(OC)c1OC (configuration not stated)
  8, 9, x, 2, -1.5, 0.0, 1.1, 0.0, -2.2
CC(=O)c1cccc(Nc2c3c(nc4ccccc24)CCC3)c1
  10, -4, 0.9, -8, 2.1, -0.2, -4.0, 8.6, -0.6
CN1CCN(C(c2ccc(F)cc2)c2ccc3cccnc3c2O)CC1 (configuration not stated)
  -1, -1, x, -5, x, -1.2, 0.8, -2.8, i
CCOc1ccc(NC(=O)C(=O)N/N=C\c2ccc(CNS(=O)(=O)c3ccccc3)o2)cc1
  9, 37, 1.1, -2, 2.3, -0.1, -1.8, 2.2, -1.8
COc1ccc(Cl)cc1NC(=O)Nn1cnnc1
  8, 1, x, -3, 1.4, -0.1, 0.3, -1.2, -14
CCN(C(=O)CN1C(=O)S/C(=C\C=C\c2ccccc2)C1=O)C1CCS(=O)(=O)C1 (configuration not stated)
  26, 33, 1.6, -3, 0.2, 0.8, 1.3, -1.2, -2.5
Cc1cccc(CCNC(=O)Cn2ncc3c([nH]c4ccc(C)cc43)c2=O)c1
  14, 1, 0.3, 1, -1.9, 1.7, -3.1, -0.7, i
CCC(CO)Oc1cc(NCc2cccc(F)c2)c2ncn(C(C)C)c2c1 (configuration not stated)
  5, 13, 0.4, 24, 0.0, 1.0, 0.0, -1.5, -0.2
CCOC(=O)c1[nH]c(C)c(C(=O)OCC(=O)N2CC(=O)Nc3ccccc32)c1C
  -3, -3, 0.3, 0, -1.2, -0.2, 0.1, 0.2, 1.5
CCN(CC(=O)NC1CCS(=O)(=O)C1)S(=O)(=O)c1ccccc1 (configuration not stated)
  -1, 3, 2.5, 0, 1.7, -0.8, -0.8, 0.6, i
Cc1cc(C)n(-c2cc(C(C)(C)C)nc3c(-c4ccc(Cl)cc4)cnn23)n1
  7, 5, x, -1, 1.8, 0.3, 0.3, 1.7, i
COc1ccccc1NS(=O)(=O)c1ccc(O)c(C(=O)OCC(=O)N2c3ccccc3CC2C)c1 (configuration not stated)
  17, 1, 2.0, 5, -0.9, -0.2, -2.1, 0.5, -0.4
O=C(COc1ccccc1)N(Cc1ccccc1)c1nc(-c2ccccc2)cs1
  1, -3, x, 0, -2.4, 0.7, 1.7, -2.0, 2.0
C=C1c2ccccc2S(=O)(=O)N(Cc2ccccc2)C1COCc1ccccc1 (configuration not stated)
  -2, 24, 2.5, -3, -0.8, -0.9, -3.4, -0.5, i
CC(C)(C)NC(=O)C(c1ccco1)N(Cc1ccc2c(c1)OCO2)C(=O)c1snc(C(N)=O)c1N (configuration not stated)
  8, 11, 0.5, -2, -3.7, -1.9, -3.7, 1.3, i
NNC(=O)CCc1ccc(S(=O)(=O)N2CCOCC2)cc1
  9, -3, -0.1, -2, 0.0, -1.6, 0.5, x, i
CCn1c2ccccc2nc2cc3c(cc21)c(Cl)c(=O)c1ccccc13
  8, -2, -1.4, -4, x, x, 2.7, -0.3, i
COc1ccccc1CNC(=O)C(=O)NCC1OCCN1S(=O)(=O)c1ccccc1 (configuration not stated)
  0, -2, 0.9, -1, -1.8, -0.4, -3.3, 0.5, -0.2
